# S1P1 ag pot: S1P1 agonists and agonism potentiators, primary screen, cell-based, primary and confirmation screens, CRE-bla reporter; AID 449, 2006; Sphingosine 1-phosphate receptor 1 (Homo sapiens), P21453; hit rate 0.57% among 56,000; S1P1 CRE-bla cells, forskolin, beta-lactamase FRET, potentiator mode; S1P1 agonist co-added at EC20, 2 nM; 100% = saturating reference agonist, 0% = basal; activation, % at 9.5 µM;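 active = activation above a cutoff set at the mean activation of all tested compounds plus 3 SD, cut at about 54% in these data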;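 also: forskolin at 4 µM as EC80 and the EC20 agonist is SEW2871; 100% = SEW2871 at its EC100 plus forskolin at EC80; some compounds past the cut are filed as inactive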
# M1 antagonist: antagonists of rat M1 muscarinic receptor; Muscarinic acetylcholine receptor M1 (Rattus norvegicus), P08482; CHO-M1 cells, Fluo-4 calcium, ACh EC80 antagonist mode; stronger effect = lower value; B-score at 10 µM; hit rate 3.4% among 64,000;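 active = calcium fluorescence response, raw or row-and-column corrected B-score, differing from the plate sample mean either way at a set confidence level, mostly lower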
# Target sequence (P08482 whole entry, looked up): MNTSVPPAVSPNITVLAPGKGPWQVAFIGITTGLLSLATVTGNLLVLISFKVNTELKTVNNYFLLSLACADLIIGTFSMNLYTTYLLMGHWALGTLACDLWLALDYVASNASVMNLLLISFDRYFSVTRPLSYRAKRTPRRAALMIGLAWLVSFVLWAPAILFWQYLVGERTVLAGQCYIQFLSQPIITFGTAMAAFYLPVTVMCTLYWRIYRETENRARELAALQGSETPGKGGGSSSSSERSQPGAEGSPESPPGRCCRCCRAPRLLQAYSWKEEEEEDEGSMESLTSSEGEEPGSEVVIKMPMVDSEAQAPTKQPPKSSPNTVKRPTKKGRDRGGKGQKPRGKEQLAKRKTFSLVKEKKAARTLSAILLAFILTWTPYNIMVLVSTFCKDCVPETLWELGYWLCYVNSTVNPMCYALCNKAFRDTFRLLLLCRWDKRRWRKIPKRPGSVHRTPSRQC
# Jurkat viability: cytotoxicity toward Jurkat T cells, primary screen, cytotoxicity control, cell-based, Jurkat E6.1, 60K MLSMR library; Jurkat E6.1 viability, ATP luminescence, 48 h; inhibition, % at 4 µM; hit rate 1.2% among 56,000;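 active = inhibition above the mean inhibition of all tested compounds plus 3 SD, cut at about 28% in these data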
# HTR1E agonist: 5-HT1E receptor agonists, primary screen, cell-based, HTS; 5-hydroxytryptamine receptor 1E (Homo sapiens), P28566; CHO 5-HT1E Ga15 NFAT-bla reporter, FRET; 0% DMSO wells, 100% control agonist wells; activation, % at 6 µM; hit rate 0.69% among 65,000;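 active = activation above a set limit, the screen-wide mean activation plus 3 SD, cut at about 8.5% in these data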;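 also: 100% = positive control agonist at 1 µM giving full maximal response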
# HEK293 NFkB inh: inhibitors of PMA/ionomycin-induced NF-kB reporter, primary screen, antigen receptor NF-kB inhibitor project, cell-based, HEK-293 luciferase reporter, luminescence; inhibition, % at 3 µM; hit rate 0.21% among 62,000; HEK-293 NF-kB luciferase reporter;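 active = inhibition above the mean of all tested compounds plus 3 SD, cut at about 40% in these data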;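 also: 0% = stimulated DMSO wells and 100% = 10 µM reference inhibitor 5653914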
#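 Timing: 1 h pretreatment, 16 h stimulation, 37 °C; system: HEK-293 cells with stable firefly luciferase reporter driven by four HIV NF-kB elements; doses: 3 µM once, 0.30% DMSO; measured by: luciferase luminescence; control set: DMSO and 10 µM reference inhibitor; repeats: single test; reagent: PMA plus ionomycin mix as NF-kB-activating stimulus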
# HTR1E antagonist: 5-HT1E receptor antagonists, primary screen, cell-based, HTS; CHO 5-HT1E Ga15 NFAT-bla reporter, FRET, antagonist; 5-hydroxytryptamine receptor 1E (Homo sapiens), P28566; inhibition, % at 6 µM; hit rate 0.99% among 65,000; AID 571, 2007;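 active = inhibition above a set limit, the mean inhibition across every tested compound plus 3 SD, cut at about 29% in these data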;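 also: signal is the 460 over 535 nm emission ratio of beta-lactamase substrate; 0% = agonist plus DMSO wells and 100% = wells without agonist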
# M1 agonist: M1 muscarinic receptor agonists, primary screen, CHO-M1 cells, Fluo-4 calcium, agonist mode | Muscarinic acetylcholine receptor M1 | Fluo-4 calcium fluorescence; stronger effect = higher value | B-score at 10 µM | hit rate 3% among 64,000 | AID 626, 2007;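 active = fluorescence rise, raw or as B-score row- and column-corrected plate score, outside the 99.7% band of its plate's samples, either direction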
# Her2 expr inh: inhibitors of Her2 protein expression, primary screen, SKBR-3 cells, AlphaScreen, 66K library | AID 645, 2007 | Receptor tyrosine-protein kinase erbB-2 (Homo sapiens), P04626 | hit rate 0.69% among 65,000 | SKBR-3 HER2 protein level, 18-24 h; stronger effect = lower value | HER2 level % of control, % at 10 µM;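 active = HER2 level under 5% of the carrier-only control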;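 also: 100% = DMSO carrier and 0% = 500 nM PU-H71 HSP90 inhibitor; lower value means stronger loss of Her2 protein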
# S1P3 ag: human S1P3 receptor agonists, primary screen, cell-based, primary and confirmation, NFAT-BLA reporter; Sphingosine 1-phosphate receptor 3 (Homo sapiens), Q99500; S1P3 NFAT-BLA reporter cells, agonism, FRET ratio; relative to 1 µM S1P, basal subtracted; activation, % at 4.5 µM; hit rate 0.1% among 60,000; AID 373, 2006;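 active = activation above the screen-wide mean plus 3 SD, cut at about 4.5% in these data, passing the limit was not always enough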; also: some compounds called inactive have numbers as strong as hits
# Target sequence (Q99500 whole entry, looked up): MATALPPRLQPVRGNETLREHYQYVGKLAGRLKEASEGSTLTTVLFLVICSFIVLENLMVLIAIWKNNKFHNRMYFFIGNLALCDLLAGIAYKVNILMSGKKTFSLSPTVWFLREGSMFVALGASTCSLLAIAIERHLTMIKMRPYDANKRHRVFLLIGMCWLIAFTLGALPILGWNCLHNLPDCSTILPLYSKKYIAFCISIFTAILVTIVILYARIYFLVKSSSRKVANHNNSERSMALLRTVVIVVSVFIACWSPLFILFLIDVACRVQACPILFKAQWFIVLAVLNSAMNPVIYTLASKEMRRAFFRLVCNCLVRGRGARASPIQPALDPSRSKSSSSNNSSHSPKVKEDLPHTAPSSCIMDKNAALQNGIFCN
#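 Assay system: CHO cells stably expressing human S1P3, Gα16 and NFAT-β-lactamase reporter. Timing: overnight plating, 4 h compound 37 °C, 2 h substrate RT. Signal: β-lactamase FRET emission ratio 460/535 nm. Measure: percent activation versus median 1 µM S1P response, basal-subtracted, per plate. Repeats: primary screen single test, confirmation screen in triplicate.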
# The depositor's hits bear a star; / = no result given.
SMILES,S1P1 ag pot,M1 antagonist,Jurkat viability,HTR1E agonist,HEK293 NFkB inh,HTR1E antagonist,M1 agonist,Her2 expr inh,S1P3 ag
CC(=C1C(=O)c2ccccc2C1=O)N1CCc2ccccc2C1,12,-0.21,-1,-0.7,8,-3,-0.41,98,-0.3
CCn1cc(C(=O)NCC2CCCO2)c(=O)c2cc(S(=O)(=O)N3CCCCCC3)ccc21 (centres undefined),-1,0.26,6,-0.1,25,-6,0.03,169,-0.3
O=C(Nc1sc2c(c1C(=O)O)CCCC2)c1cccs1,36,-0.0054,5,0.1,-22,-15,0.33,77,-1.0
Fc1ccc(-c2nnc(CN3CCC(c4nc5ccccc5s4)CC3)o2)cc1,34,0.94,4,0.1,13,3,0.16,84,-0.4
CC1(C)CC(=O)C(C(c2ccncc2)C2C(=O)CC(C)(C)CC2=O)C(=O)C1,5,0.064,6,0.1,25,-3,0.011,70,-1.1
Cc1ccc(C)c(C(=O)n2cnnc2N)c1,3,0.11,8,-1.0,18,1,1,101,-1.1
CC1CCCN(c2ccc(C(=O)NCCc3ccccc3)cn2)C1 (centres undefined),-19,-0.16,2,-0.1,-53,6,0.72,49,-0.7
O=C(NC1CC1)C1CCN(c2ccc(S(=O)(=O)N3CCOCC3)cc2)CC1,16,-0.21,5,-0.1,16,-1,-0.4,100,-0.7
COc1cc(OC)cc(C(=O)Nc2cc(NC(=O)c3ccco3)ccc2OC)c1,/,-0.0095,/,0.8,2,0,1.5,90,/
COCCOC(=O)C1=C(C)Nc2ncnn2C1c1ccccc1 (centres undefined),-10,0.65,-2,0.1,4,-1,0.004,86,-0.2
COCC(=O)NCCc1nc(-c2ccccc2)cs1,-11,0.049,-10,-0.6,17,-8,-1.7,79,-0.3
Cc1cc(C)nc(/N=C(\N)C2=C(O)CC(C)(C)CC2=O)n1,-16,-0.48,2,-1.0,4,1,-0.35,121,1.0
c1ccc(OCc2nnc3sc(-c4cccs4)nn23)cc1,12,-0.036,3,-1.0,7,-11,-0.22,110,-0.7
O=C(NC1CCCc2ccccc21)C1CCN(S(=O)(=O)c2cnc[nH]2)CC1 (centres undefined),-4,0.059,3,0.5,16,16,0.0074,140,-0.8
Cc1ccc(-n2c(=O)cc(NCc3cccnc3)[nH]c2=O)cc1,/,0.77,/,0.1,14,-4,-0.16,66,/
Cn1c(=O)c2c(nc(SCC(=O)N3CCc4ccccc4C3)n2C)n(C)c1=O,4,0.88,1,-0.4,7,2,-0.13,102,0.2
Cc1cc(C)c(S(=O)(=O)NCCCN2CCOCC2)cc1Br,4,-0.65,3,-0.7,11,-8,-0.11,94,-1.1
Cc1cc(OCc2nn[nH]n2)c2c(-c3ccccc3)cc(=O)oc2c1,-1,0.35,4,-0.1,7,8,1,128,-0.4
CC1=C(C(=O)OCC(C)C)C23C(=O)c4ccccc4C2(O1)OC(N)=C3C#N (centres undefined),-7,-1.1,-6,0.0,11,11,0.059,107,1.5
COc1ccccc1NC(=O)NCC(=O)Nc1ccc(F)c(F)c1,-1,-0.05,-4,-0.1,-2,4,-0.3,113,0.6
CC(C(=O)NC(=O)NC1CCCCC1)N1CCN(c2ccccn2)CC1 (centres undefined),-16,-0.97,2,0.4,-1,-2,0.2,81,-1.0
O=C(c1cccc(Cl)c1)N1CCN(C2CCCCCC2)CC1,-23,-1.2,1,0.0,15,0,0.7,103,-1.4
COC(=O)c1ccc(OC)c(CSc2nnc(COc3ccc(OC)cc3)o2)c1,15,-0.27,1,0.6,14,6,0.23,96,-0.3
CCOC(=O)Nc1sc2c(c1C(=O)OCC)CCC2,/,-0.39,/,0.5,10,-2,-0.28,124,/
CCOC(=O)Cc1cn2c(=O)cc(CSCC(=O)Nc3ccc(C)c(C)c3)nc2s1,5,0.01,-6,4.9,18,1,-0.48,100,-0.2
# The list continues:
SMILES,S1P1 ag pot,M1 antagonist,Jurkat viability,HTR1E agonist,HEK293 NFkB inh,HTR1E antagonist,M1 agonist,Her2 expr inh,S1P3 ag
Cn1c(=O)c2cc(S(=O)(=O)N3CCN(c4cccc(C(F)(F)F)c4)CC3)ccc2n(C)c1=O,/,-0.39,/,-2.7,9,16,-0.052,55,/
CCOC(=O)c1ccc(NC(=O)Nc2ccc3c4c(cccc24)C(=O)N3CC)cc1,-11,/,10,-0.1,14,30*,/,63,-0.9
CC(C)(C)n1nc2c(c1NC(=O)c1ccccc1F)CS(=O)C2 (centres undefined),-14,0.17,3,-0.2,20,10,-0.52,85,-0.7
O=C(O)C1C2C=CC(O2)C1C(=O)Nc1ccc(S(=O)(=O)Nc2ccccc2)cc1 (centres undefined),12,-0.053,-5,-0.1,9,-1,-1,85,0.6
c1ccc2c(-n3cnnn3)cccc2c1,-3,/,-14,-0.8,-2,-4,/,64,-0.7
CCOc1ccc(NC(=O)C2CCCN(S(=O)(=O)c3c(C)n[nH]c3C)C2)cc1 (centres undefined),8,-0.045,-3,0.8,1,7,0.95,83,-0.3
N#CC(C(=O)NC1CCCCC1)c1nc2ccccc2nc1N1CCCCC1 (centres undefined),1,-1,1,-0.6,11,-2,49*,88,-0.9
CCOC(=O)N1CCC(NC(=O)C2CCCN(C(=O)N3CCOc4ccccc43)C2)CC1 (centres undefined),-7,0.39,-3,0.3,5,0,-0.27,202,-0.3
O=C(Nc1ccccc1N1CCOCC1)c1ccc2c(c1)C(=O)N(Cc1ccncc1)C2=O,-20,0.54,-3,0.7,6,-5,-0.19,75,1.0
Cc1ccc(O)c(-c2cc3ccccc3[nH]2)c1,14,0.46,2,0.2,7,4,0.17,76,-0.7
O=C(Cn1nnc(-c2ccccc2)n1)OC1CCOC1=O (centres undefined),-16,-0.02,1,-0.3,8,0,-0.036,81,-0.8
O=C(NC1CCCCC1)n1c(=O)oc2cc(S(=O)(=O)N3CCCCC3)ccc21,-4,0.12,0,0.0,4,-8,0.51,105,-1.0
c1ccc(N2CC[N+]3(CCCC3)CC2)nc1,4,-1.1,3,0.1,19,4,-1.2,139,-1.3
CCN(CC)c1nc(N(CC)CC)[nH]c(=O)n1,-6,0.00025,5,0.3,11,-4,0.34,80,-1.4
Cc1ccc(N2CC(C(=O)NCc3cccnc3)CC2=O)cc1 (centres undefined),-2,0.0055,0,1.0,16,-5,0.55,74,-0.6
CCC(=O)N1CCc2cc(Br)cc(S(=O)(=O)N3CCN(c4ccccn4)CC3)c21,/,-0.15,/,-0.5,3,-5,-0.33,71,/
COCCCNC(=O)c1c(N)n(-c2ccc3c(c2)OCO3)c2nc3ccccc3nc12,4,0.27,5,3.6,8,7,-0.34,61,-1.1
Nc1c(C(=O)Nc2ccccc2)sc2nc(-c3ccco3)ccc12,50,-0.56,11,0.1,5,12,2.8*,-5.4*,-1.0
CC(C)Cc1nnc(NC(=O)CCN2C(=O)c3ccccc3C2=O)s1,-5,1,4,0.6,18,4,0.036,84,-1.2
Cc1ccc(NC2=Nc3ccccc3CS2)cc1,17,0.46,-2,0.2,-34,10,-0.16,88,-0.4
CCn1cc(Br)c(C(=O)NCc2ccco2)n1,/,0.33,3,0.4,10,-4,-0.79,138,-0.6
COCCCNC(=O)CS(=O)(=O)Cc1nc(-c2ccccc2C)oc1C,-13,-3*,0,0.2,7,-10,-0.98,103,-1.2
CCOc1ccc(OCC)c(NC(=O)C2CCCN(c3ncccn3)C2)c1 (centres undefined),-5,0.11,-8,2.5,8,-7,0.014,66,-0.8
O=C(CSc1nc2ccccc2o1)NCc1n[nH]c(=O)c2ccccc12,-1,0.69,-2,1.8,12,-12,0.4,64,-0.7
Cn1c(CN2CCCC2)nc2cc(NC(=O)c3ccco3)ccc21,-18,0,9,-1.8,-11,6,-0.25,/,-0.6

# Shown as labelled records: two of the compounds above
> CCOC(=O)N1CCC(NC(=O)C2CCCN(C(=O)N3CCOc4ccccc43)C2)CC1 (centres undefined)
  S1P1 ag pot: -7
  M1 antagonist: 0.39
  Jurkat viability: -3
  HTR1E agonist: 0.3
  HEK293 NFkB inh: 5
  HTR1E antagonist: 0
  M1 agonist: -0.27
  Her2 expr inh: 202
  S1P3 ag: -0.3
> O=C(Nc1ccccc1N1CCOCC1)c1ccc2c(c1)C(=O)N(Cc1ccncc1)C2=O
  S1P1 ag pot: -20
  M1 antagonist: 0.54
  Jurkat viability: -3
  HTR1E agonist: 0.7
  HEK293 NFkB inh: 6
  HTR1E antagonist: -5
  M1 agonist: -0.19
  Her2 expr inh: 75
  S1P3 ag: 1.0

# Next section:
SMILES,S1P1 ag pot,M1 antagonist,Jurkat viability,HTR1E agonist,HEK293 NFkB inh,HTR1E antagonist,M1 agonist,Her2 expr inh,S1P3 ag
Cn1c(C(=O)NC2CCCCC2)cc2sccc21,12,-0.32,22,1.2,22,1,-0.19,113,-0.4
CC(NC(=O)c1ccccc1)c1nc2ccccc2n1Cc1ccc(C#N)cc1 (centres undefined),2,0.25,5,-0.9,-4,5,-0.68,84,-1.7
CCOC(=O)NC(=O)COC(=O)Cc1cc(OC)c(OC)c(OC)c1,-8,1.1,1,0.0,-8,-7,0.38,63,1.4
Cc1cccn2c(=O)c3cc(C(=O)NC(C)c4ccccc4)c(=N)n(CCCn4ccnc4)c3nc12 (centres undefined),-497,-2.9*,8,5.0,20,-21,-0.67,75,4.7*
COc1cc(NC(=O)CSc2nccc(C)n2)c(C(=O)O)cc1OC,-17,1.2*,5,-0.1,4,2,-0.6,82,-0.7
O=C(O)c1ccccc1NC(=O)C1CCCO1 (centres undefined),/,-0.065,-8,-0.7,12,0,-0.81,98,-0.2
CCc1ccc(Nc2cc(=O)n(C3CCCCC3)c(=O)[nH]2)cc1,1,0.051,0,1.8,-12,9,-1.8,83,-1.0
COc1ccccc1Cn1c(-c2ccco2)nc2nc3ccccc3nc21,-15,0.011,8,0.6,8,-2,0.0089,89,-0.7
COc1ccc(-c2nnc3sc(-c4ccc(Br)o4)nn23)cc1OC,-20,-0.84,1,-0.3,8,-11,0.72,94,-0.2
COc1ccc(-c2nnc3sc(C(C)N4C(=O)c5ccccc5C4=O)nn23)cc1 (centres undefined),-24,-0.032,-3,0.5,16,10,0.99,105,-0.5
CC(NC(=O)C1CC1)C(c1cccs1)N1CCN(c2ccccc2)CC1 (centres undefined),-7,0.42,-6,0.1,4,3,-0.56,72,-1.0
COc1cc(OC)c(C(=O)NC2CC(C)(C)NC(C)(C)C2)cc1OC,5,-2.1*,-1,-0.3,7,-2,0.51,69,-0.8

# Screens from PubChem BioAssay.
